BLM inh: qHTS Assay for Inhibitors of Bloom's syndrome helicase (BLM); recombinant BLM DNA unwinding, fluorescence dequenching; AID 2528, 2010; 350,000 tested, 0.2% active; RecQ-like DNA helicase BLM (Homo sapiens), P54132; Potency, µM (titrated, usually from 56.1 µM), for inactives: top-dose activity change, negative = inhibition, usual class: inhibitors;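 further: potency means the concentration at half of the fitted maximal effect; plate controls were vehicle for no effect and no enzyme for full effect; nearly all actives have a fitted effect of over 35% in size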
POLB inh: qHTS Assay for Inhibitors of DNA Polymerase Beta | P06746 | Pol beta primer extension/strand displacement, fluorescence kinetic | Potency, µM (titrated, usually from 114 µM), inactives show at the top dose activity change, negative = inhibition, usual class: inhibitors | 340,000 tested, 1.3% active | AID 485314, 2010; further: potency means the concentration at half of the fitted maximal effect; on the % scale 0 is the no-effect control and ±100 the full control effect
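Reaction started by 50 nM substrate onto compound-treated Pol beta (10 nM, 15 min preincubation, room temperature); plates read at 0 min and 10 min. Normalized concentration-effect data fitted by four-parameter Hill equation.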
POLI inh: qHTS for Inhibitors of Polymerase Iota; DNA polymerase iota (Homo sapiens), Q9UNA4; Pol iota fluorescent replication assay, 10 min; Potency, µM (top dose mostly 115 µM), inactives show at the top dose activity, negative = inhibition, actives largely listed as inhibitors; 390,000 tested, 1% active; further: potency means the concentration at half of the fitted maximal effect
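Fluorescent replication assay read twice, at 0 min and 10 min after adding 50 nM (final) substrate. Enzyme (10 nM) and compounds were first incubated 15 min at room temperature; enzyme-free buffer wells were negative controls.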
PGK inhibitor: qHTS Assay to Find Inhibitors of Phosphoglycerate Kinase | Phosphoglycerate kinase, glycosomal (Trypanosoma brucei brucei), P07378 | PGK/GAPDH coupled, Kinase-Glo luminescence, 60 min | Potency, µM (highest dose often 57.5 µM), inactives show at the top dose activity change, negative = inhibition, usual class: inhibitors | 380,000 tested, 0.043% active; further: potency means the concentration at half of the fitted maximal effect; on the % scale 0 is the no-effect control and ±100 the full control effect; nearly all actives have a fitted effect of over 60% in size
Target sequence (P07378 whole entry, looked up): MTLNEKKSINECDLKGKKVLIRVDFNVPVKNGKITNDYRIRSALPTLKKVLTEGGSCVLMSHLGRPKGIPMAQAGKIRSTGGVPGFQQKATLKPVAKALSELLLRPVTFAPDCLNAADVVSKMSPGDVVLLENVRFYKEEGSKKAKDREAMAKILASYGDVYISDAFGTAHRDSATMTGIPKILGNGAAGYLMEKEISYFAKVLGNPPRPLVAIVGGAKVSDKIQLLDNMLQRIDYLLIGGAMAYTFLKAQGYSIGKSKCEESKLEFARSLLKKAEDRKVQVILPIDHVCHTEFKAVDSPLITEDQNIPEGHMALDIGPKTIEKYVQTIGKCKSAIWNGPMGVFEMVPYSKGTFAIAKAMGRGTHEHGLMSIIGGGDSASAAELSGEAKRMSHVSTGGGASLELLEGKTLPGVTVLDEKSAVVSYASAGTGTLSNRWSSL
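Luminescent ATP detection (Kinase-Glo Plus) follows a 60-minute room-temperature incubation, with wells lacking PGK as controls. Buffer: 100 mM TEA (pH 7.6), 5 mM MgCl2, 0.01% Tween-20. Coupling enzyme GAPDH (100 nM final) supplies unstable 1,3-BPG in-well.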
POLH inh: qHTS for Inhibitors of Polymerase Eta | recombinant Pol eta, fluorescent DNA replication assay | 390,000 tested, 1.2% active | DNA polymerase eta (Homo sapiens), Q9Y253 | Potency, µM (top dose mostly 114 µM), for inactives: at the highest dose activity change, negative = inhibition, most hits filed as inhibitors; further: potency means the concentration at half of the fitted maximal effect; on the % scale 0 is the no-effect control and ±100 the full control effect
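Pol eta at 10 nM preincubated with compounds 15 min at room temperature; reaction started with fluorescent substrate (50 nM final) and read kinetically at 0 and 10 min.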
POLK inh: qHTS for Inhibitors of Polymerase Kappa; DNA polymerase kappa (Homo sapiens), Q9UBT6; purified Pol kappa, fluorescent DNA synthesis assay, 10 min; Potency, µM (highest dose often 107 µM), without a hit: top-dose activity, negative = inhibition, most hits filed as inhibitors; 400,000 tested, 0.53% active; further: potency means the concentration at half of the fitted maximal effect; on the % scale 0 is the no-effect control and ±100 the full control effect
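Activity was followed as the change in fluorescence between reads at 0 and 10 min after starting the reaction with 50 nM substrate. Beforehand, 10 nM polymerase had been preincubated with compound for 15 min at room temperature.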
APE1 inh: qHTS Assay for Inhibitors of the Human Apurinic/apyrimidinic Endonuclease 1 (APE1); DNA repair nuclease/redox regulator APEX1 (Homo sapiens), P27695; recombinant APE1, TAMRA/BHQ-2 abasic DNA cleavage fluorescence; Potency, µM (doses to about 65.8 µM), for inactives: at the top dose activity change, negative = inhibition, most hits filed as inhibitors; 350,000 tested, 0.35% active;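 further: potency means the concentration at half of the fitted maximal effect; plate controls were vehicle for no effect and reference inhibitor for full effect; nearly all actives have a fitted effect of over 55% in size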
Target sequence (P27695 whole entry, looked up): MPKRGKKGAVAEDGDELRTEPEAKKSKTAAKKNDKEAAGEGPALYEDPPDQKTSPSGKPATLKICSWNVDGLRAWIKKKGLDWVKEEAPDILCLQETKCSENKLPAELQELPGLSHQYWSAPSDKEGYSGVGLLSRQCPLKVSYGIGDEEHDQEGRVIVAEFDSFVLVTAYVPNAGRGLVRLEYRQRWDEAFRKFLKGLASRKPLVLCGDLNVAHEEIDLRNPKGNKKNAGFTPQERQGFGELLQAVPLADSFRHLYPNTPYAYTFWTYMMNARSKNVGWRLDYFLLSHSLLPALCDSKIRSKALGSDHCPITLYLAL
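Measures dequenching upon AP-site incision of a 5'-TAMRA/3'-BHQ-2 THF-containing duplex, 50 nM; human APE1 0.75 nM after 15 min room-temperature exposure to compound; kinetic three-point read at one-minute spacing.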
RXFP1 antag: qHTS Assay for Antagonists of the Relaxin Receptor RXFP1; HEK293-RXFP1, relaxin-stimulated cAMP HTRF, 30 min; active compounds read low; activity change, negative = inhibition, % at 57.5 µM; 350,000 tested, 0.59% active; AID 1259400, 2018;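 active means activity change of -60% or lower, but not beyond a set lower limit; inconclusive means change between -60% and -40%, or beyond the set limit; inactive means change above -40%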; further: on the % scale 0 is the no-effect control and ±100 the full control effect
Apoferritin bind: qHTS Assay for Identification of Novel General Anesthetics; Potency, µM (highest dose often 77.5 µM), for the others: at the top dose activity change, negative = displacement, most hits filed as inhibitors; apoferritin/1-aminoanthracene competitive binding, fluorescence; Ferritin light chain (Equus caballus), P02791; 350,000 tested, 0.074% active; AID 485281, 2010; further: potency means the concentration at half of the fitted maximal effect; on the % scale 0 is the no-effect control and ±100 the full control effect; nearly all actives have a fitted effect of over 20% in size
Target sequence (P02791 2-175 limits assumed): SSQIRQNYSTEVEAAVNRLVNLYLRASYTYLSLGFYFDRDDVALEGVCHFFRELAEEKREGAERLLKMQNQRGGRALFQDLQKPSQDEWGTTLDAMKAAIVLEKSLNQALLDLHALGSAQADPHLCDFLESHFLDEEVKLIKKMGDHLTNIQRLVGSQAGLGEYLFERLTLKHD
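Apoferritin-based anesthetic binding model; compound displacement of fluorescent 1-AMA measured as endpoint fluorescence after 10 minutes at room temperature, scaled to free-ligand and complex controls.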
* = called active by the depositor; i = inactive; u = inconclusive; x = no result given; [ ] = remark or other dose. Unless noted, the call rests on the fitted dose curve; in most records, active means well fitted curve in the direction sought with a large enough effect; inconclusive means small, poorly fitted or top-dose-only effect, or another doubt; inactive means no such curve, though single readings can be large; an effect the other way counts as inactive or inconclusive. This is a subset; count on the stated rates, not on these rows.

SMILES | BLM inh | POLB inh | POLI inh | PGK inhibitor | POLH inh | POLK inh | APE1 inh | RXFP1 antag | Apoferritin bind
c1ccc(C2NCCn3cccc32)cc1 (stereo not given) | 0% | -13% | 10% | i | 3% | 1% | 14% | -1 | -18%
NC(=O)c1ccsc1NC(=O)COC(=O)c1nc(Cl)ccc1Cl | x | x | u | -2% | -36% | -9% | 6% | 14 | x
CC(C)(C)NS(=O)(=O)c1ccc(NC(=O)C(Sc2ccccc2)c2ccccc2)cc1 (stereo not given) | -13% | 3% | -4% | 4% | -7% | -18% | -4% | -13 | -5%
CC(=O)OC1CSC2c3ccccc3C(=O)N2Cc2sccc21 (stereo not given) | -2% | 0% | -24% | -8% | 1% | -9% | -2% | -5 | -18%
C[N+](C)(C)C/C=C1/COCO1 | 0% | 21% | 13% | -2% | -9% | -18% | 1% | 2 | -2%
CN(C)CCCNS(=O)(=O)c1ccc(N2CCN(Cc3ccc4c(c3)OCO4)CC2)c([N+](=O)[O-])c1 | 2% | 27% | 15% | -4% | 5% | 3% | 0% | -38 | -3%
O=S(=O)(c1ccc(F)cc1)N1CCN(CC2CC3C=CC2C3)CC1 (stereo not given) | -2% | 22% | 156%[activator] | -5% | u | -18% | 14% | -7 | 0%
CCOc1ccccc1-n1cc2c(c1-c1ccc(OC)cc1)c(=O)n(C)c(=O)n2C | -4% | 9% | -19% | -2% | -4% | 10% | x | -1 | -11%
Cc1cc2oc(C(=O)Nc3ccc(S(=O)(=O)N(C)c4ccccc4)cc3)cc(=O)c2cc1C | -5% | 3% | 2% | i | -1% | 6% | x | 1 | -2%
COc1ccc(CCNS(=O)(=O)c2ccc3c(c2)n(C)c(=O)c(=O)n3C)cc1OC | -3% | 3% | 41%[activator] | -6% | -17% | 4% | 22% | x | -5%
O=C1NNC(c2ccccc2)=N/C1=C\c1ccc(Cl)cc1 | -9% | -15% | 22% | -6% | -21% | -10% | -3% | -7 | -11%
O=C(COC(=O)c1ccc(NS(=O)(=O)c2ccc3c(c2)OCCO3)cc1)NC1CC1 | -1% | 11% | 3% | 5% | 5% | -5% | -3% | 7 | -13%
COc1ccc(Cc2ccc(OC)c(N)c2)cc1N | -2% | 5% | 9% | x | -5% | -5% | 13% | 27 | -7%
CCc1c(C)sc(NC(=O)c2cc(C)no2)c1C#N | -3% | 35% | -28% | -8% | -15% | -15% | 2% | x | -16%
O=C(OCC(=O)c1ccc(Cl)s1)c1ccccn1 | 6% | 11% | 12% | -2% | -12% | -7% | 4% | x | -15%
Cc1ccc(C(=O)Nc2cc3c(cc2Cl)OCCCO3)cc1 | -4% | 27% | -5% | -10% | -17% | 1% | -7% | -9 | -18%
Oc1ccc(O)c(-c2cnns2)c1 | -2% | 16% | 9% | -12% | -1% | -10% | -2% | -5 | 2%
O=C(NC(=S)N(CCO)Cc1ccccc1)c1ccc(S(=O)(=O)N2CCCC2)cc1 | -4% | 16% | 13% | -3% | -11% | -8% | 0% | 3 | -18%
COCCCNC(=O)CN1C(=O)/C(=C/c2ccccc2C)Sc2ccccc21 | -2% | 3% | 4% | 4% | -13% | 3% | -8% | -1 | -18%
O=C(Nc1ccc2c(c1)OCO2)C1(S(=O)(=O)c2ccc(Cl)cc2)CC1 | -5% | 1% | -1%[58.9 µM] | -10% | -16% | -2% | -2% | -11 | -14%
O=C(c1ccc(Cn2c(=O)[nH]c3ccccc3c2=O)cc1)N1CCN(c2ccccc2)CC1 | -1% | -2% | -6% | -7% | -5% | -8% | 1% | -13 | -13%
COc1c(C)cccc1C(=O)NC(=S)Nc1ccc2c(c1)Cc1ccccc1-2 | 2% | 9% | -1% | -3% | -20% | -9% | -7% | 1 | -11%
COc1ccccc1C1C(C(C)=O)=C(O)C(=O)N1c1ccc(O)cc1 (stereo not given) | -3% | 3% | 21% | -8% | -5% | 7% | 13% | 2 | -8%
COC(=O)CCC(=O)NNC(=O)CCCOc1ccc(Cl)cc1Cl | 0% | 13% | 12% | -2% | 0% | -3% | 5% | -4 | -15%
O=C(CSc1nnc(NC(=O)c2ccco2)s1)NCc1ccc2c(c1)OCO2 | -3% | -1% | 134%[activator] | -1% | 10% | -5% | -3% | -5 | -12%
NS(=O)(=O)c1ccc(CCNC(=O)CC(c2ccccc2)c2ccccc2)cc1 | -2% | 28% | 102%[activator] | i | -1% | -13% | 12% | -7 | -3%
O=C(Cn1nnc2ccccc2c1=O)NCC1CCC(C(=O)O)CC1 (stereo not given) | -1% | 31% | -19% | -6% | 13% | 14% | 16% | -11 | 4%
N#Cc1ccccc1NC(=O)CSc1n[nH]c(-c2ccco2)n1 | -1% | 11% | u | -2% | -11% | -1% | 7% | -4 | -3%
COc1ccccc1NS(=O)(=O)c1cccc(C(=O)NN=C2CCCCCC2)c1 | -1% | 30% | 1% | -6% | -16% | -15% | 13% | 7 | -11%
CN(C(=O)c1cccc(NC(=O)Cc2ccc(NC(=O)C3CCCN(C(=O)c4ccccc4)C3)cc2)c1)C1CCCCC1 (stereo not given) | x | x | 10% | i | -15% | 5% | x | x | x
Cc1ccc(-c2csc3ncnc(N4CCc5ccccc5C4)c23)cc1 | 0% | 4% | 28% | 0% | -9% | -19% | 17% | -26 | -1%
COc1cc(OC)cc(-c2cc(N)n(S(=O)(=O)c3cccc4nsnc34)n2)c1 | -7% | -1% | -19% | i | -14% | -6% | -1% | 4 | -2%
Oc1ccc(Cl)cc1CNc1ccc(Br)cn1 | -22% | -1% | -13% | -18% | u | -6% | -6% | 9 | u
COC(=O)c1ccccc1S(=O)(=O)N1CCC(C(=O)OC(C)C(=O)Nc2ccccc2OC)CC1 (stereo not given) | x | x | 3% | -1% | -14% | 14% | 10% | -4 | x
CCc1sc(/C=C(/C#N)C(N)=S)cc1[N+](=O)[O-] | -2% | u | u | -2% | 20µM* | -21% | u | -14 | u
O=C(COc1ccc(Cl)cc1)Nc1ccccc1C(=O)NCc1cccnc1 | -2% | u | -15% | -6% | -12% | -11% | 12% | -2 | -20%
COC(=O)c1ccc(Oc2cc(C)nc(Cl)n2)cc1 | 2% | -1% | -4% | x | -1% | -4% | -5% | 2 | -9%
Nc1c(C(=O)CSc2nnc(Nc3ccc(F)cc3)s2)c(=O)[nH]c(=O)n1C1CC1 | x | x | 5% | 9% | 3% | -1% | -17% | -2 | x
COc1ccc(-c2n[nH]c(=S)n2-c2ccc(C)cc2)cc1OC | -10% | 46% | u | -9% | -11% | -1% | 13% | -24 | -7%
COCc1[nH]c(=S)c(C#N)cc1C(=O)OC | -4% | 15% | u | 24% | -2% | -36% | 9% | 13 | -12%
CCOc1ccc(CC(=O)Nc2ccc(S(=O)(=O)N3CCCC3)cc2)cc1 | -1% | -23% | 4% | i | -21% | -4% | 17% | -26 | -21%
CCOC(=O)c1c(-c2ccc(C)cc2)csc1NC(=O)c1cc(-c2ccc(Cl)cc2)on1 | 0% | 22% | -20% | 0% | -1% | 1% | x | x | 2%
CCCCn1c(=O)[nH]c(=O)c2c1ncn2Cc1ccco1 | -3% | 16% | 7% | i | -14% | -5% | 1% | -8 | -7%
O=C(NNC(=S)Nc1ccc(Br)cc1)c1ccc(N2CCOCC2)c([N+](=O)[O-])c1 | -5% | 0% | -8% | -15% | -8% | -6% | -2% | x | -15%
COc1ccc2c(=O)c3c(=O)n(Cc4ccco4)c(-c4cc(OC)c(OC)c(OC)c4)nc3oc2c1 | -8% | 14% | 2% | -6% | 9% | -17% | 23% | -5 | -10%
CC(C)CNC(=O)COC(=O)c1ccc(F)cc1Cl | 0% | 5% | 124%[activator] | -8% | -9% | -8% | -2% | 0 | -5%
O=C(O)c1cccc(S(=O)(=O)Nc2ccc3oc(=O)sc3c2)c1 | 2% | u | u | -11% | u | -44% | -15% | 12 | -18%
O=C(CCNc1ccc(F)cc1)c1cc2ccccc2o1 | -3% | 4% | 98%[activator] | 7% | -15% | -1% | 5% | -24 | -6%
COc1ccc(CCn2c(-c3ccc(Cl)cc3)n[nH]c2=S)cc1OC | 2% | 8% | 39%[activator] | 11% | -16% | -1% | 7% | 0 | -2%
O=C(Nc1cc(C(=O)Nc2ccccc2C(=O)O)cc(C(=O)Nc2ccccc2C(=O)O)c1)c1ccccc1 | -8% | 6% | u | u | 14µM* | u | 0% | -6 | -19%
CCCN(Cc1ccccc1)C(=S)Nc1ccc(OC(F)F)cc1 | 0% | 1%[57.1 µM] | -9% | i | -23% | -3% | 8% | -2 | -13%

High-throughput results (PubChem BioAssay)
